Compound activity (PubChem BioAssay)
TDP-43 yeast inh – TDP-43 toxicity inhibition in yeast; AID 652104; TDP-43 expressing yeast growth rescue, BacTiter-Glo, 24 h; 410,000 compounds, 1.8% hits; Potency, µM (series often up to 46.1 µM), for inactives: at the highest dose growth rescue (activation), hits mostly activators; also: potency is read from the fitted curve at half-maximal effect; % of control where 0% means no effect; nearly all actives have a fitted effect of over 50% in size
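Growth rescue of TDP-43-toxic yeast measured as ATP luminescence (BacTiter-Glo). Cells grown to mid-log in raffinose, induced in galactose at OD600=0.02, exposed to compound 24 hr at 30 deg C.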
D3 antag – blocks the human D3 dopamine receptor | D3R cells, DiscoveRx beta-arrestin luminescence, antagonist mode; hits give low values | 360,000 compounds, 2.5% hits | max response, negative = inhibition, % | P35462; in the data active = max response below about -50%; inconclusive = no clear call, values can overlap the other calls; also: % is scaled to controls: 0 for no effect and ±100 for the full control effect; mostly tested at two doses, the higher about 12 µM
Target sequence (P35462 whole entry, looked up): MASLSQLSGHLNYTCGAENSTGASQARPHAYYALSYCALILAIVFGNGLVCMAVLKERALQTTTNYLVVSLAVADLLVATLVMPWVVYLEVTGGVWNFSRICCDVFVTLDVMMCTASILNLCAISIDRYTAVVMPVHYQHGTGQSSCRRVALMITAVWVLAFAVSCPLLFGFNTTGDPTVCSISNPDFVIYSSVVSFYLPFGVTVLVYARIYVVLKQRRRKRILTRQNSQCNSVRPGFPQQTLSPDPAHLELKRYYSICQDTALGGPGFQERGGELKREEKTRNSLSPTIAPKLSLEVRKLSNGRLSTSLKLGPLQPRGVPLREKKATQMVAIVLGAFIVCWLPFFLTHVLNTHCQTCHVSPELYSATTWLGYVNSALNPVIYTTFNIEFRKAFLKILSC
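Cells plated overnight at 1500 cells/well, then exposed to library compounds with dopamine controls for 90 minutes at 37 degrees C. DiscoveRx reagent added for 30–60 minutes at room temperature; luminescence read, quantitative HTS format.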
GLP-1R inv ag – GLP-1 receptor (human) inverse agonism; P43220; Potency, µM (top dose mostly 38.3 µM), without a hit: at the highest dose activity change, negative = inhibition, hits mostly inhibitors; HEK293 GLP-1R CRE-luciferase, luminescence, 24 h; GLP-1R form is constitutively active; 410,000 compounds, 1.6% hits; AID 624417; also: potency is read from the fitted curve at half-maximal effect; % is scaled to controls: 0 for no effect and ±100 for the full control effect; nearly all actives have a fitted effect of over 55% in size
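Readout was luciferase luminescence, measured 12 min after detection reagent at room temperature. Beforehand, GLP-1R reporter HEK293 cells had sat 12 h, then received compounds for 24 hr at 37 deg C.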
GLP1R ag – agonists of human GLP-1 receptor | 380,000 compounds, 0.007% hits | P43220 | Potency, µM (titrated, usually from 45.6 µM), inactives show at the top dose activation, most hits filed as activators | HEK293 GLP-1R CRE-luciferase, luminescence, 4-6 h; cells express a hypersensitive GLP-1R form | AID 624172; also: potency is read from the fitted curve at half-maximal effect; % of control where 0% means no effect
FUS suppressor – FUS proteinopathy suppression in yeast; S. cerevisiae FUS-expressing, growth rescue, OD600, 24 h; Potency, µM (highest dose often 76.6 µM), without a hit: at the top dose growth rescue (activation), most hits filed as activators; 390,000 compounds, 0.24% hits; AID 1347120;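 also: potency is read from the fitted curve at half-maximal effect; plate controls were DMSO vehicle for no effect and reference control for full effect; nearly all actives have a fitted effect of over 55% in size; some results filed as inactive show a strong effect at the top dose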
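Compound concentration series was pinned onto galactose-induced FUS-expressing yeast seeded at OD 0.005. Plates sat 24hr at 30C; absorbance at 600 nm gave growth. DMSO served as background control.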
Abeta rescue – restores growth of yeast expressing A-beta42 peptide; 410,000 compounds, 0.063% hits; Potency, µM (doses to about 46.1 µM), for the others: at the top dose growth rescue, actives largely listed as activators; yeast expressing A-beta42, growth rescue, OD600, 48 h; response scale: 0% DMSO, 100% iron-clioquinol control; also: potency is read from the fitted curve at half-maximal effect; nearly all actives have a fitted effect of over 55% in size
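Growth rescue measured by 600 nm absorbance after 48 h yeast culture at 30 C with compound. Values normalized between DMSO and an equimolar ferric chloride plus clioquinol control.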
PTHR1 ag – agonists of human PTHR1 parathyroid hormone receptor. Q03431. HEK293 GP2 PTHR1 cells, GloSensor cAMP luminescence, 1 h. Potency, µM (titrated, usually from 115 µM), for inactives: top-dose activation, most hits filed as activators. 410,000 compounds, 0.075% hits. AID 743266; also: potency is read from the fitted curve at half-maximal effect; nearly all actives have a fitted effect of over 55% in size; some results filed as inactive show a strong effect at the top dose; inactives centre near -15; many of its hits are not listed in these tables
Target sequence (Q03431 whole entry, looked up): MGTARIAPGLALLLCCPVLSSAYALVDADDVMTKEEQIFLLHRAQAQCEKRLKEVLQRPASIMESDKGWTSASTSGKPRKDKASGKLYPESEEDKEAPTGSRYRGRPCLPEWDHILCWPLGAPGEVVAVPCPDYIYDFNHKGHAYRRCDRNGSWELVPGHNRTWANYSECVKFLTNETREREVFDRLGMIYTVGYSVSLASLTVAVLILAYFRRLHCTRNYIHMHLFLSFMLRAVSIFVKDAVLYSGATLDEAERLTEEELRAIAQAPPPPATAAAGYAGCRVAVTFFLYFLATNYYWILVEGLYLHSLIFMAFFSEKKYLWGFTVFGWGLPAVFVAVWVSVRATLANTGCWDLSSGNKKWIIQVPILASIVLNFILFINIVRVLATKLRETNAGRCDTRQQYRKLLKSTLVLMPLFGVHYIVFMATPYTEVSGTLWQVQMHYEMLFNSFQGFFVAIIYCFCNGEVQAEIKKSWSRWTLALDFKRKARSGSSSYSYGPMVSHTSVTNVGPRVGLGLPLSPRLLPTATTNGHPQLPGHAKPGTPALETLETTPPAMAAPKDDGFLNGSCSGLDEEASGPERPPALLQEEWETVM
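HEK-293-derived GP2 cells expressing PTHR1 and a GloSensor cAMP reporter, 3,000/well, plated overnight, given luciferin plus IBMX (each 0.5 mM as added) for 1 h at 37 °C, then compound for 1 h at 37 °C. Luminescence was read after 15 min at room temperature.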
aSyn yeast inh – alpha-synuclein toxicity inhibition in yeast. Yeast expressing alpha-synuclein, growth rescue, BacTiter-Glo, 24 h. Potency, µM (series often up to 46.1 µM), without a hit: top-dose growth rescue (activation), most hits filed as activators. 370,000 compounds, 0.14% hits; also: potency is read from the fitted curve at half-maximal effect; % of control where 0% means no effect; nearly all actives have a fitted effect of over 65% in size
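Galactose-induced alpha-syn yeast (OD600=0.02, raffinose-pregrown) + pinned cpd, 24 hr, 30 deg C; growth by BacTiter-Glo luminescence. Growth restoration scores as activation.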
Akt phos inh – blocks phosphorylation of Akt | Neuro2A IGF-stimulated pAkt S473 HTRF, 20 min; hits give low values | activity change, % for hits at 50 µM | 360,000 compounds, 0.32% hits; in the data active = activity change below about -80%; inconclusive = mostly about -51% to -80%; also: % is scaled to controls: 0 for no effect and ±100 for the full control effect
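Neuro2A cells (4,500/well, DMEM with 0.5% FBS) were treated with compound at a single 50 µM final concentration, stimulated with 6 nM IGF for 20 min at 37 °C, and lysed. Phospho-Akt Ser473 was read by HTRF as 665/615 ratio ×10^4.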
Starred values were filed as active, the others as inactive; i = inactive; u = inconclusive; x = not tested or not shown; & = joins results of further samples; [ ] = another dose, or the depositor's remark. Unless noted, calls follow the shape of the dose curve; as a rule, active = well fitted curve in the direction sought with a large enough effect; inconclusive = small, poorly fitted or top-dose-only effect, or another doubt; inactive = no such curve, though single readings can be large; an effect the other way counts as inactive or inconclusive. This is a subset (hit frequency here may not be typical).

SMILES | TDP-43 yeast inh | D3 antag | GLP-1R inv ag | GLP1R ag | FUS suppressor | Abeta rescue | PTHR1 ag | aSyn yeast inh | Akt phos inh
CCOc1ccc(NC(=O)CC2C(=O)N(c3ccccc3)C(=O)N2CCc2sccc2C)cc1 (stereo not given) | 12% | x | u | x | u | 3% | -40%[inhibitor] | x | x
Cn1c(=O)n(CC(N)=O)c(=O)c2c1nc(Br)n2Cc1ccccc1 | -3% | -5 | -2% | -6% | 6% | -17% | i | 0% | i
COc1ccc(C(=O)C(=NNc2ccccc2)c2ccc(OC)cc2)cc1 | -3% | -3 | u | 13% | -13% | -2% | -17% | -11% | i
COc1ccccc1-c1nc(S(=O)(=O)c2ccc(Cl)cc2)c(N2CCCCCC2)o1 | 15% | x | u | x | 43% | -2% | -7% | x | x
CC(C)c1ccc(OCC(=O)N2CCCCCC2)c(Br)c1 | -9%[0.397 µM] | 5 | u | 22% | 28% | 5% | -21% | 2% | i
Cc1cc2oc(=O)cc(CN3CCCCC3C)c2cc1Cl (stereo not given) | -4% | -1 | -14% | -1% | -25% | -22% | i | -5% | i
CCc1ccccc1NC(=O)C(=O)NCCCN1CCOCC1 | 13% | x | 17% | 6% | -6% | -8% | i | -3% | x
CCN(CC)C(=O)[C@H]1C[C@H](CC(=O)NCc2ccco2)C(=O)N2CCc3c([nH]c4ccc(Cl)cc34)[C@]12C | 28% | -26 | u | -1% | 30% | 10% | -24% | 11% | i
COc1cccc(C(=O)Nc2cc3c4c(c2)CC(=O)N4CCC3)c1 | -22% | 0 | 45%[activator] | 24% | 20% | 9% | -34%[inhibitor] | 0% | i
OCCC1CN(Cc2ccc3nonc3c2)CCN1Cc1ccsc1 (stereo not given) | 9% | -52* | -1%[7.66 µM] | 1% | 7% | 10% | i | 1% | i
C/C(=N\NC(=O)C(O)c1ccccc1)c1ccc(C)s1 (stereo not given) | -12% | -7 | 13% | 1% | 15% | 2% | u | 8% | i
O=C(O)CCSc1nnc(-c2ccccc2)n1-c1ccccc1 | -6% | 20 | 0% | -13% | 12% | 8% | i | -3% | -109%*
CC(=O)c1cccc(NS(=O)(=O)c2ccc3[nH]c4c(c3c2)CCCCCC4)c1 | 23% | x | u | x | u | -2% | -30%[inhibitor] | x | x
COc1ccc(-c2noc(CN(C)S(=O)(=O)c3c(C)cc(C)cc3C)n2)cc1OC | 23% | x | u | x | 33% | -16% | -25% | x | x
COC(=O)c1ccc(CO/N=C/c2ccc(OC)cc2OC)cc1 | 14% | 32 | -25% | 12% | -22% | -15% | -21% | 0% | i
CCN(C(=O)C1CCCN(c2ncnc3c2nc2n3CCCCC2)C1)c1cccc(C)c1 (stereo not given) | 14µM* | x | u | x | 54% | -27% | -26% | x | x
Cc1cc(=O)[nH]c(-n2nc(C)cc2C)n1 | u | 0 | -16% | -7% | 4% | u | -5%[57.5 µM] | 28µM* | i
CCOC(=O)C1=C(C)NC(=S)NC1c1ccsc1 (stereo not given) | 18% | 9 | -11% | -4% | -11% | 12% | i | 12% | i
COc1cc(NC(=O)C2CC(c3ccccc3O)=NO2)cc(OC)c1OC (stereo not given) | 17% | 24 | -4% | -1% | -11% | -6% | 0% | 4% | i
O=C(CCn1cncn1)N1CCCC(N2CCN(c3ccc(F)cc3)CC2)C1 (stereo not given) | -8% | 11 | 9% | -1% | 0% | 8% | i | 2% | i
COc1ccc(NC(=O)NCc2ccco2)cc1OC | 8% | 3 | 6% | 4% | 7% | 4% | i | 2% | i
Cc1nc(SCc2ccc(C(=O)O)cc2)nc2c1CCCC2 | u | -26 | 13% | 3% | 26% | -14% | -2% | 10% | i
Cn1c(SCC(=O)Nc2ccc3c(c2)OCCO3)nnc1-c1ccco1 | 7% | 33 | 2% | 4% | 0% | 10% | -11%[57.5 µM] | 4% | x
COC(=O)c1ccc(Cl)cc1N(Cc1c(F)cccc1Cl)S(C)(=O)=O | -17%[1.82 µM] | -9 | -62% | 9% | 27% | 12% | -30%[inhibitor] | 13% | i
OCCC1CN(Cc2cccn2-c2cccnc2)CCN1CCc1ccccc1 (stereo not given) | x | 20 | -28% | 0% | 2% | 12% | i | -2% | i
CC(=O)N/N=c1\sc2ccccc2n1C | 0% | 11 | 6% | 5% | 3% | -1% | i | 1% | i
COc1cccc(CNc2nc3nc4c(c(=O)n3[nH]2)CCC4)c1 | 2% | -3 | -17% | 22% | -12% | 8% | -7%[57.5 µM] | 1% | i
CCN(CC)S(=O)(=O)c1ccc2c(c1)nc(CN(C)C(=O)Nc1ccc(C)c(Cl)c1)n2C | 2% | x | 1% | x | 7% | -6% | -37%[inhibitor] | x | x
Cc1c(CCC(=O)N[C@@H](CC(C)C)C(=O)O)c(=O)oc2c(C)c3oc4c(c3cc12)CCCC4 | -2% | 6 | 8% | 12% | u | -18% | -21% | 10% | i
COC(=O)c1ccc(COC(=O)c2cccnc2Cl)cc1 | 4% | 7 | 68%[activator] | u | 6% | 0% | -13% | 5% | i
CC(=O)NC(Cc1cccc(F)c1)C(=O)NC1CCN(c2nnnn2-c2ccccc2)CC1 (stereo not given) | -5% | 16 | 3% | -2% | 3% | -13% | -6% | 2% | i
Cc1ccc2sc(N(CCCN(C)C)C(=O)CN3C(=O)c4ccccc4C3=O)nc2c1C | -21% | -12 | u | 31% | 40% | -2% | i | -2% | i
CS(=O)(=O)CC(=O)Nc1ccc2nc3n(c(=O)c2c1)CCCCC3 | -29% | 15 | 26% | 3% | 11% | -8% | i | -4% | i
CC(=O)c1ccc(OCCOc2ccc([N+](=O)[O-])cc2)cc1 | u | -11 | u | 18% | 20% | -3% | -22% | -2% | i
CN(C)CCNC(=O)c1ccc(Cl)s1 | -9% | u | 7% | -1% | -10% | 11% | -10% | 0% | i
CCOC(=O)Cc1csc(SCC(=O)N2CCN(c3ccc(OC)cc3)CC2)n1 | 25% | 29 | 1% | 0% | 24% | 4% | -6%[57.5 µM] | 2% | i
CN(C)c1ccc(C2OC(=O)C(C)(C)C(=O)C2(C)C)cc1 (stereo not given) | -5% | 0 | u | -1% | 7% | -4% | -23%[57.5 µM] | 5% | i
COc1ccc(C2=NN(C(=O)c3ccccc3)C(c3ccc(OC)c(OC)c3)C2)c(O)c1 (stereo not given) | 30% | -14 | 12% | 9% | 8% | -6% | i | 0% | i
CCc1ccc(C2CC(c3ccc(C)cc3)n3nc(N)nc3N2)cc1 (stereo not given) | 5% | 3 | -9% | -4% | -6% | -3% | -14% | -5% | i
CCCS(=O)(=O)c1c(S(=O)(=O)CCC)c2c(N)cccn2c1C(=O)c1ccc(OC)cc1 | -12%[9.22 µM] | 0 | 17%[7.66 µM] | 10% | u | -1% | -9% | 2% | i
CCOC(=O)C(=CN(CCc1ccccc1)CC(=O)OC)C(=O)OCC | 14% | 33 | 11% | -2% | -34% | 6% | i | 10% | i
COc1ccccc1NC(=O)Cn1c(=O)n(Cc2ccccc2)c(=O)c2c3c(sc21)CN(C(C)=O)CC3 | -6% | x | 4% | 2% | -13% | -16% | 14% | x | x
CCCCc1nnc(NC(=O)CC(=O)Nc2ccccc2C(=O)O)s1 | -12% | 13 | -2% | -25% | 9% | 0% | -11%[57.5 µM] | 2% | i
Cc1ccc(CN2[C@@H](Cc3ccccc3)C(=O)CS2(=O)=O)cc1 | u | 4 | -11% | -3% | 28% | -13% | -15% | 9% | i
COC(=O)c1ccc(C2c3c(oc4ccccc4c3=O)C(=O)N2c2nc(C)c(C(=O)OC)s2)cc1 (stereo not given) | u | x | -13% | x | 9% | -7% | -43%[inhibitor] | x | x
CCCCCC(=O)NC(=S)Nc1cccc(-c2nc3ncccc3o2)c1 | -5% | 0 | 18% | 12% | -2% | -13% | i | -10% | i
O=C(NS(=O)(=O)N1CCCC1)C1=C(N2CCCC2)COC1=O | 24% | 7 | 17% | -5% | -20% | -8% | -17% | -4% | i
O=C(/C=C/c1ccccc1)NCCS(=O)(=O)N1CCN(c2ccccc2F)CC1 | -14% | u | -28% | 9% | 11% | -2% | i | -7% | i

Reprinted from the part before: 2 entries, then new ones.
SMILES | TDP-43 yeast inh | D3 antag | GLP-1R inv ag | GLP1R ag | FUS suppressor | Abeta rescue | PTHR1 ag | aSyn yeast inh | Akt phos inh
O=C(NS(=O)(=O)N1CCCC1)C1=C(N2CCCC2)COC1=O | 24% | 7 | 17% | -5% | -20% | -8% | -17% | -4% | i
O=C(/C=C/c1ccccc1)NCCS(=O)(=O)N1CCN(c2ccccc2F)CC1 | -14% | u | -28% | 9% | 11% | -2% | i | -7% | i
O=C(COC(=O)c1cccc(OC(F)F)c1)Nc1cccc(S(=O)(=O)N2CCCC2)c1 | 3% | -10 | -11% | 7% | u | 9% | -39% | -4%[1.84 µM] | i
CSCCC(NS(=O)(=O)c1cc(C(=O)O)ccc1Cl)C(=O)O (stereo not given) | -15% | -7 | 14% | 17% | -20% | 1% | -6% | u | i
Cc1cccc(NC(=O)Cn2cc(S(=O)(=O)Cc3ccccc3Cl)c3ccccc32)c1 | 15% | x | -1% | x | 8% | -9% | -28% | x | x
CCOc1ccccc1NC(=O)c1cc(-c2ccncc2)nc2c(Cl)cccc12 | 27% | 66 | -23% | 18% | u | -7% | -7% | 0% | i
CCCn1c(SCC(=O)N(C2CCCCC2)C2CCS(=O)(=O)C2)n[nH]c1=O (stereo not given) | -3% | -7 | 4% | -6% | 19% | 12% | -14% | 0% | i
COc1ccc(N2CCN(CCCNC(=O)CN3C(=O)COc4ccccc43)CC2)cc1 | -3% | 10 | -48% | -5% | 4% | 0% | -13% | 9% | i
CC(=O)NNC(=O)N1Cc2ccccc2Oc2ccc(Cl)cc21 | 24% | 2 | -11% | -9% | -28% | -1% | i | 3%&-4%&0% | i
